GC-B act – GC-B (human) receptor activation. P20594. HEK293-GC-B cells, CNP EC30, cGMP TR-FRET; 0% at EC30 CNP, 100% saturating CNP. activation, % at 10 µM. hit rate 0.11% among 370,000. AID 1920062;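 active = activation at 10 µM reaching about 35% in either raw or pattern-adjusted values, limit read from the data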
Target sequence (P20594 whole entry, looked up): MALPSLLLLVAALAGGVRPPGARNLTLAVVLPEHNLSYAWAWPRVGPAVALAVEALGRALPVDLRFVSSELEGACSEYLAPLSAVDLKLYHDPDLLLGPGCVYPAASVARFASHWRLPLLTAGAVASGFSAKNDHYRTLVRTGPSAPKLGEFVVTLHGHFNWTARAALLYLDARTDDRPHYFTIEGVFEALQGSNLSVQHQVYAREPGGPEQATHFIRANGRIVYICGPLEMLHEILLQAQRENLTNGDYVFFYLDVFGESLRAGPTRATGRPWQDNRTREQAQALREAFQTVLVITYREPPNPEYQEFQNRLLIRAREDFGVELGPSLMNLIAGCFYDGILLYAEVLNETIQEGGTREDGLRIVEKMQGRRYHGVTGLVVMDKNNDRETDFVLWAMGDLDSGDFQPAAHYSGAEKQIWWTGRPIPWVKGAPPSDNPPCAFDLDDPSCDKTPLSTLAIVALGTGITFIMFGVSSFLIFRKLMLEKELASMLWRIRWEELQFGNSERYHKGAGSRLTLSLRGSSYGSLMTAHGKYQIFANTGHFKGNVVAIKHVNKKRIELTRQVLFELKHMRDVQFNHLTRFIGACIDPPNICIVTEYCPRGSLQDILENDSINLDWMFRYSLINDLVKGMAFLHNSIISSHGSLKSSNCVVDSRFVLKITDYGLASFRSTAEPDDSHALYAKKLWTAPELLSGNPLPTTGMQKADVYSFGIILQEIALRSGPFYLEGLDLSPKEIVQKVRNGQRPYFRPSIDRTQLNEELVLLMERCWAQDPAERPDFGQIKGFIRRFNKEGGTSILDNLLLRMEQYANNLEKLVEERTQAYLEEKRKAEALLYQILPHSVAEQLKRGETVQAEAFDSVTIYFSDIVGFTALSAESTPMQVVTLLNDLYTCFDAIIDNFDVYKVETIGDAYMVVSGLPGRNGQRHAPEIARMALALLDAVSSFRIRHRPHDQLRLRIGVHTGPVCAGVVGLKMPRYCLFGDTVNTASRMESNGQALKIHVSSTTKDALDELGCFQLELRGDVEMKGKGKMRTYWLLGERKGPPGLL
GAA850 FXN act – increases GAA850 frataxin promoter reporter activity | HEK293 lucGAA850 FXN promoter luciferase reporter, 24 h; percent of 10 µM SAHA response | activation, % at 6 µM | hit rate 0.56% among 360,000 | AID 540364;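 active = activation above the average of all compounds screened plus 3 SD, cutoff fixed separately per campaign, cut at about 7.5% in these data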;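 note: 0% = DMSO wells and 100% = 10 µM SAHA wells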
ADAM10 inh – inhibits human ADAM10; recombinant ADAM10, EDANS/DABCYL FRET peptide cleavage, 3 h; AID 720582; inhibition, % at 7 µM; hit rate 0.62% among 370,000;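 active = inhibition above a per-campaign cutoff equal to the mean of compounds falling between control-based bounds plus 3 SD, cut at about 20% in these data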;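 note: 0% = DMSO wells while the 100% control is not disclosed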
GC-A act – GC-A (human) enzyme activation | P16066 | HEK293 GC-A cells, cGMP TR-FRET, EC30 ANP; 0% at EC30 ANP, 100% saturating ANP | activation, % at 10 µM | hit rate 0.14% among 370,000 | AID 1671463; in the data active = activation above about 40%
HGIII-sPLA2 inh – Inhibits HGIII-sPLA2 liposome hydrolysis, primary screen; AID 743126; Q9NZ20; inhibition, % at 12.2 µM; QFRET BODIPY PC-A2 liposome hydrolysis, fluorescence; hit rate 0.56% among 370,000;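 active = inhibition above mean plus 3 SD of compounds lying within the high and low control bounds, cut at about 19% in these data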;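 note: 0% = median of test compound wells and 100% = no enzyme DMSO wells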
Tn6 DDE FP – disrupts Tn6 cyclic peptide binding to fibrin D-Dimer-E complex | hit rate 0.21% among 370,000 | P02675 | AID 720509 | inhibition, % at 8.3 µM | Fibrin DD(E) TRITC-Tn6 fluorescence polarization displacement;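 active = inhibition above a per-campaign cutoff: mean of compounds within control limits plus 3 SD, cut at about 15% in these data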;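 note: 0% = median of all compound wells on the plate and 100% = blocking peptide control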
rCAG RNA binder – binds r(CAG) RNA repeats. r(CAG) RNA repeat, TO-PRO-1 dye displacement fluorescence. inhibition, % at 3 µM. hit rate 1.3% among 370,000. AID 651821;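 active = inhibition above the plate cutoff, the mean of all test compounds on that plate plus 3 SD, cut at about 35% in these data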;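 note: 0% = DMSO alone and 100% = 100 µM mitoxantrone as full dye displacement; higher means more dye released from RNA so lower well fluorescence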
KLK7 zymogen act – proKLK7 (human) activation, primary screen. P49862. purified proKLK7, EDANS-DABCYL substrate fluorescence; 100% is mature enzyme control, 0% vehicle. activation, % at 7 µM. hit rate 0.9% among 370,000. AID 652039;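 active = activation above the mean of all tested compounds plus 3 SD, computed per campaign excluding outliers beyond control limits, cut at about 13% in these data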
ASAP1 GAP inh – blocks human ASAP1-stimulated Arf1 GTP hydrolysis; inhibition, % at 16.5 µM; Q9ULH1; GDP FP detection; hit rate 0.19% among 360,000; in the data active = inhibition above about 25%;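 note: 0% = vehicle with enzyme and substrate and 100% = no enzyme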
ARFGAP1 inh – inhibitors of rat ARFGAP1 | inhibition, % at 16.5 µM | hit rate 0.26% among 360,000 | Arfgap1-stimulated ARF1 GTP hydrolysis, GDP FP detection | Q62848 | AID 651572;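 active = inhibition above a per-plate limit, mean inhibition of low control wells plus 3 SD, cut at about 25% in these data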;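 note: 0% = DMSO wells with enzyme and 100% = wells lacking Arfgap1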
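material = rat Arfgap1 catalytic domain, aa 1-136 | also added = human ARF1(Δ1-17)-GTP substrate | compound dosing = one concentration, 16.5 µM, DMSO 1.26% | times = GTP hydrolysis reaction 2 h at 25 °C | measured by = FP, GDP Alexa 633 tracer displaced from anti-GDP antibody, 620/688 nm | evaluation = percent inhibition of Arfgap1-stimulated GTP hydrolysis | replication = single well per compound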
An asterisk follows results filed as active; nt = not tested or not shown. A portion of the library; count on the stated rates, not on these rows.

SMILES	GC-B act	GAA850 FXN act	ADAM10 inh	GC-A act	HGIII-sPLA2 inh	Tn6 DDE FP	rCAG RNA binder	KLK7 zymogen act	ASAP1 GAP inh	ARFGAP1 inh
Cc1cc(/C=C2\C(=O)NC(=O)N(c3ccc(F)cc3)C2=O)c(C)n1-c1cccc(C(=O)O)c1	0	-0.2	-16	-1	1	0	13	-0.2	9	-3
COc1cccc(C2(O)CCN(CC(=O)Nc3nc(C)cs3)CC2)c1	2	0.1	6	1	0	8	-1	0.3	-2	8
COCc1cc(OC(=O)N(C)C)nc2c1c(C)nn2C	-1	0.9	-31	0	11	6	-3	0.2	-4	12
OC(CNC1CCCCC1)c1ccccc1 (configuration not stated)	0	0.0	7	-2	-2	-2	2	-0.5	6	4
FC(F)(F)Oc1ccc(NC2=NCCCS2)cc1	0	1.2	0	8	10	3	1	-0.3	11	-3
C[N+](C)(C)CCOC(=O)CBr	2	0.5	-6	0	5	5	7	-0.6	-1	0
ClC(Cl)=C(c1ccc(Cl)cc1)c1ccc(Cl)cc1	1	0.5	10	-3	-1	7	4	0.3	11	9
N=c1sccn1Cc1ccc(Cl)cc1Cl	-1	-0.1	-3	2	9	0	-3	-0.1	5	16
CN1c2ccc(Br)cc2[C@@H]2NCC[C@@H]2[C@@H]1CO	-4	nt	-191	0	3	9	2	1.1	nt	nt
Oc1ccc(/C=N/NP(=S)(c2ccccc2)c2ccccc2)cc1O	2	1.9	13	-7	-10	4	16	0.2	20	11
c1ccc2sc(N3CCNCC3)nc2c1	-1	1.1	-6	1	8	-9	-3	-0.5	4	5
O=c1[nH]c2ccccc2n1C1CCN(Cc2ccc(-c3nc4ccc(F)cc4nc3-c3ccccc3)cc2)CC1	8	nt	-23	7	0	-5	10	-1.1	4	8
O=C1CC23c4ccccc4N4C(=O)CC5OCC=C6CN1C2CC6C5C43 (configuration not stated)	0	-1.5	11	-5	6	9	5	-0.2	6	7
Cc1ccc2c(c1)c(=O)c1c3n2CCN(CC2CO2)C3CC1 (configuration not stated)	0	1.2	-165	-2	-2	11	2	-7.7	-13	7
O=C(CN1C2CCC1CC(O)(c1cccnc1)C2)Nc1ccc2c(c1)OCO2 (configuration not stated)	-1	2.4	6	-3	12	-3	1	-0.1	10	1
Fc1ccc2nc(-c3ccc(CN4CCC(n5nnc6ccccc65)CC4)cc3)c(-c3ccccc3)nc2c1	1	nt	-251	7	0	-9	11	-17	-16	0
CCCCn1c(O)c(C(C)=NC(C)c2ccccc2)c(=O)[nH]c1=O (configuration not stated)	0	-0.1	2	10	-3	-9	0	0.6	-2	-2
N#Cc1ccc(NC(=O)CN2CCCCCC2)cc1Cl	1	1.1	-9	5	-6	9	0	-0.1	6	14
COc1ccc(CNCCc2ccc3c(c2)OCO3)c(OC)c1OC	-10	0.7	-4	-28	0	-5	-3	-0.2	-1	2
CCC12CN3CCN(CC(C3)/C1=N/NC(N)=O)C2	1	-0.7	-2	0	-2	-4	0	0.3	-4	6
C[C@]12CCC3C(CC[C@H]4C[C@@H](O)CC[C@]34C)C1C[C@@H](O)C2=O (some centres not stated)	2	0.4	2	-3	-1	7	2	0.1	9	-6
Cc1cccc(-n2c(O)c(C)c(=O)[nH]c2=S)c1	5	2.6	-11	2	5	-6	1	-0.6	9	5
N#C/C(=C\c1cccc(O)c1)C(=O)O	3	-2.5	-8	1	-3	2	0	-0.1	-10	-14
CCCCCCCCN=Cc1c(O)[nH]c(=O)[nH]c1=O	-5	1.4	-1	6	-3	8	-2	-0.7	4	-15
O=S(=O)(c1ccccc1)N1CCN2CCCC2C1 (configuration not stated)	1	0.2	4	0	3	1	3	-0.1	-7	0
O=C1C(Cl)=CC(=Nc2ccc(O)cc2)C=C1Cl	0	3.6	-4	0	0	-2	17	-0.6	-14	-2
C=CCn1c(O)c(/C(C)=N/N2CCCCCC2)c(=O)[nH]c1=O	-5	2.9	5	1	-2	-3	-6	-0.3	6	10
Cc1cc(OCC(=O)OC(C)(C)C)c2c3c(c(=O)oc2c1)CCC3	7	1.4	-22	4	1	-5	0	-0.4	-16	11
Clc1ccc(NC2=NCCCS2)cc1Cl	-6	2.6	-2	7	5	6	-1	-0.3	-4	11
CCCC(=O)OCC[N+](C)(C)C	1	3.0	8	0	2	8	3	0.4	-11	7
Cc1cccc(-n2c(O)c(C=NCCN3CCCCC3)c(=O)[nH]c2=O)c1	4	0.6	0	-2	2	-5	0	-0.4	-4	3
C=C(C)CSc1nnc([C@@H](N)Cc2ccccc2)o1	0	2.4	-5	-2	5	5	-4	-0.8	-16	-11
CCOC(=O)c1ccc(N=Cc2c(O)n(-c3ccc(OC)cc3)c(=S)[nH]c2=O)cc1	-6	1.2	4	-1	-8	-5	6	-0.9	-5	9
OC(c1ccccc1)(c1ccccc1)c1ccncc1	4	1.8	7	-1	-3	0	1	0.3	-7	12
CC(C)C1(C)N=C(c2ncccc2C(=O)O)NC1=O (configuration not stated)	8	-0.8	4	5	8	4	1	-0.5	8	-4
COC(=NC1CCCCC1)C(O)c1c[nH]c2ccccc12 (configuration not stated)	-1	-0.3	2	-2	1	-1	6	0.0	4	-4
CCOC(=O)C1(c2ccccc2)CCN(Cc2cccc(C(=O)O)c2)CC1	4	0.8	-13	-1	12	-6	2	0.3	13	0
COc1ccccc1N1CCN(C2CCCN(C(=O)COc3ccccc3Cl)C2)CC1 (configuration not stated)	1	-1.6	0	1	-7	10	-8	1.3	-2	-7
COC(=O)c1ccc(-n2c(C)nc3ccccc3c2=O)cc1	0	1.8	6	0	2	-2	0	0.0	2	-5
CCC(=O)N1CC(=O)Nc2ccc(F)cc2C1c1ccc(F)cc1 (configuration not stated)	-1	0.8	7	1	1	-7	-4	-0.1	3	3
CC(C)CC1C(C#N)=C(N)Oc2c1c(=O)oc1ccccc21 (configuration not stated)	-4	1.5	-33	-4	-3	-7	5	0.4	-1	-7
CN1C(=O)/C(=C\N2CCc3ccccc32)C(=O)NC1=S	-12	3.7	-1	6	-11	4	5	-0.4	-7	-4
CC/C(=N\N1CCCCC1)c1c(O)[nH]c(=O)[nH]c1=O	2	1.0	12	5	2	3	1	1.1	-2	-1
CN(C)C1=NP(N(C)C)(N(C)C)=NC(c2ccccc2)=N1	-2	-0.9	2	1	10	6	2	-0.5	-8	11
O=C(O)C1CN2CCC1CC2 (configuration not stated)	6	1.2	0	2	-2	10	-1	-0.1	17	10

Laid out differently: results already given
Values in the order – GC-B act	GAA850 FXN act	ADAM10 inh	GC-A act	HGIII-sPLA2 inh	Tn6 DDE FP	rCAG RNA binder	KLK7 zymogen act	ASAP1 GAP inh	ARFGAP1 inh
- C=C(C)CSc1nnc([C@@H](N)Cc2ccccc2)o1
→ 0	2.4	-5	-2	5	5	-4	-0.8	-16	-11
- CCOC(=O)c1ccc(N=Cc2c(O)n(-c3ccc(OC)cc3)c(=S)[nH]c2=O)cc1
→ -6	1.2	4	-1	-8	-5	6	-0.9	-5	9
- OC(c1ccccc1)(c1ccccc1)c1ccncc1
→ 4	1.8	7	-1	-3	0	1	0.3	-7	12
- CC(C)C1(C)N=C(c2ncccc2C(=O)O)NC1=O (configuration not stated)
→ 8	-0.8	4	5	8	4	1	-0.5	8	-4
- COC(=NC1CCCCC1)C(O)c1c[nH]c2ccccc12 (configuration not stated)
→ -1	-0.3	2	-2	1	-1	6	0.0	4	-4
- CCOC(=O)C1(c2ccccc2)CCN(Cc2cccc(C(=O)O)c2)CC1
→ 4	0.8	-13	-1	12	-6	2	0.3	13	0
- COc1ccccc1N1CCN(C2CCCN(C(=O)COc3ccccc3Cl)C2)CC1 (configuration not stated)
→ 1	-1.6	0	1	-7	10	-8	1.3	-2	-7
- COC(=O)c1ccc(-n2c(C)nc3ccccc3c2=O)cc1
→ 0	1.8	6	0	2	-2	0	0.0	2	-5
- CCC(=O)N1CC(=O)Nc2ccc(F)cc2C1c1ccc(F)cc1 (configuration not stated)
→ -1	0.8	7	1	1	-7	-4	-0.1	3	3

The listing continues:
SMILES	GC-B act	GAA850 FXN act	ADAM10 inh	GC-A act	HGIII-sPLA2 inh	Tn6 DDE FP	rCAG RNA binder	KLK7 zymogen act	ASAP1 GAP inh	ARFGAP1 inh
CCOC(=O)c1c(C)n(CC(O)CN2CCOCC2)c2cc(Br)c(OC)cc12 (configuration not stated)	-1	0.8	10	-6	0	7	-6	0.8	6	-12
Cc1nc2ccc(Cl)cc2c(-c2ccccc2)c1C(=O)O	4	2.1	-6	-1	-2	1	-3	-0.4	1	10
CCCCn1c(C)c(C(=O)O)c2cc(OC)ccc21	-3	3.1	-2	-5	17	-12	-3	0.6	-5	-1
CN1CCN(c2ncc(C=O)s2)CC1	3	-1.5	10	-2	3	0	2	0.0	-3	-4
CC(=O)N(C)CC#CCN1CCCC(CO)C1 (configuration not stated)	2	-2.2	-5	5	3	1	0	0.0	16	9
CCOc1ccccc1N1C(=O)NC(=O)C(CCc2ccncc2)(CCc2ccncc2)C1=O	6	-0.1	0	1	-5	1	-1	0.5	-1	9
C=CCn1c(O)c(C=NCCN2CCOCC2)c(=O)[nH]c1=S	1	0.8	-4	-3	8	1	-2	-0.1	1	-11
CCOC(=O)C(O)(c1ccc(NC(=S)NC(=O)c2ccc(Cl)cc2Cl)c(C)c1)C(F)(F)F (configuration not stated)	-3	-6.4	29*	0	-1	3	-2	-0.5	-3	6
COc1ccc(OC)c(-n2c(O)c(C=Nc3c(C)n(C)n(-c4ccccc4)c3=O)c(=O)[nH]c2=O)c1	0	1.8	-1	2	0	-5	-1	-1.3	14	2
Cc1c(N)c(C)c([N+](=O)[O-])c(C)c1[N+](=O)[O-]	-1	2.7	0	0	-3	3	-1	-0.1	-1	4
NP(=O)(OCCCCc1ccccc1)Oc1ccccc1Cl (configuration not stated)	4	-1.0	9	-1	-3	7	-12	0.1	2	1
Cn1c(O)c(/C=N/c2ncccn2)c(=O)n(C)c1=O	3	-0.8	-8	-3	7	0	-3	0.5	-12	-5
CCOC(=O)[C@]12Cc3cc(C)ccc3[C@H]1N(Cc1ccccc1)C(=O)c1cc(OC)ccc12	-6	nt	5	-9	-5	-4	3	-1.0	-4	-7
O=P(O)(O)Cc1c(Cl)cccc1Cl	-2	1.5	0	-2	7	-7	-2	0.1	-15	0
CN(C)c1ccc(/C=C/C=C2/C(=O)NC(=O)N(c3ccccc3)C2=O)cc1	-13	5.5	-3	5	5	23*	6	0.7	28*	5
CC(C)(C)NS(=O)(=O)c1ccc(OCC(=O)N2CCN(Cc3ccccc3)CC2)cc1	7	1.2	10	3	-12	1	-4	-0.5	7	-19

Source: PubChem BioAssay
